Pin1 inhibitor – blocks the human prolyl isomerase Pin1. Q13526. Potency, µM (top dose mostly 115 µM), for the others: at the highest dose activity, negative = inhibition, usual class: inhibitors. 390,000 tested, 0.009% active. Pin1 FP peptide displacement, HiFluor488, 10 min; active means well fitted inhibition curve with a large enough effect in the polarisation, with a control signal flat, not every such curve was filed as active; inconclusive means small, poorly fitted or top-dose-only effect, or effect the other way, or a change in a side signal; inactive means no such curve, though single readings can be large or run the other way; the % refers to the polarisation; further: potency means the concentration at half of the fitted maximal effect; on the % scale 0 is the no-effect control and ±100 the full control effect
Target sequence (Q13526 whole entry, looked up): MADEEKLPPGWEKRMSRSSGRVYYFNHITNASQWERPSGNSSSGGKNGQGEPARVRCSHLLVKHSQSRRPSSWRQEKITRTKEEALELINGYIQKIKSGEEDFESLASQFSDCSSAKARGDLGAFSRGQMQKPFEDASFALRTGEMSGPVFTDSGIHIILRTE
TrxR1 substrate – is turned over as a substrate by rat TrxR1; 390,000 tested, 0.01% active; O89049; purified TrxR1 substrate turnover, NADPH consumption readout; Potency, µM (highest dose often 114 µM), without a hit: top-dose activity change, negative = substrate turnover; AID 588456; further: potency means the concentration at half of the fitted maximal effect; on the % scale 0 is the no-effect control and ±100 the full control effect; nearly all actives have a fitted effect of over 50% in size
Target sequence (O89049 whole entry, looked up): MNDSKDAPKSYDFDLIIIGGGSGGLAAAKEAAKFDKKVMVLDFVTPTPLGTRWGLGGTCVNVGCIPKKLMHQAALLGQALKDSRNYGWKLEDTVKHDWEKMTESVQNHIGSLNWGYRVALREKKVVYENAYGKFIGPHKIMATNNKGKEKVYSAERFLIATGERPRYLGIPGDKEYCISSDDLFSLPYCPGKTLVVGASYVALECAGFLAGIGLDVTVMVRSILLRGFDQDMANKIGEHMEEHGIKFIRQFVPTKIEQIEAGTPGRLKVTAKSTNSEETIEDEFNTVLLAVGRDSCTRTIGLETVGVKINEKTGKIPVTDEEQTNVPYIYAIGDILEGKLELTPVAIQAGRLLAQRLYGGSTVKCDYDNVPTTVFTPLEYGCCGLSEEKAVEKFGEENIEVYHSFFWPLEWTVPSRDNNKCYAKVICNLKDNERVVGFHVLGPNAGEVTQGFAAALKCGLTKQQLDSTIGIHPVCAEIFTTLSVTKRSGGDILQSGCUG
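Rat TrxR1, dispensed at 90 nM, was prereduced with 400 uM NADPH (final) for 5 min at ~22 deg C, then incubated with compound 15 min before 400 uM selenite. A first-read NADPH fluorescence drop versus no-compound background flagged substrates.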
D2 agonist – D2 dopamine receptor (human) agonism | HEK293 T-REx D2 cells, calcium flux agonist mode | 340,000 tested, 0.53% active | activation, % at 2 µM | P14416;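 active means activation over 3 SD above normal in the single-dose calcium agonist read, cut at about 30% in these data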; further: 0% is about no effect
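HEK293 Trex D2 cells, tetracycline-induced, o/n 30 C 5% CO2; no-wash Ca dye, RT 30–90 min; 10-cycle baseline, 23 nl cpd added, kinetic Ca read 180 s; agonist hits = positive Ca response.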
TRHR agonist – activates the human TRH receptor. 360,000 tested, 0.18% active. TRHR cells, calcium flux fluo-8, FDSS agonist mode. P34981. activation, % at 2 µM; in the data active means activation above about 30%; further: 0% is about no effect
Target sequence (P34981 whole entry, looked up): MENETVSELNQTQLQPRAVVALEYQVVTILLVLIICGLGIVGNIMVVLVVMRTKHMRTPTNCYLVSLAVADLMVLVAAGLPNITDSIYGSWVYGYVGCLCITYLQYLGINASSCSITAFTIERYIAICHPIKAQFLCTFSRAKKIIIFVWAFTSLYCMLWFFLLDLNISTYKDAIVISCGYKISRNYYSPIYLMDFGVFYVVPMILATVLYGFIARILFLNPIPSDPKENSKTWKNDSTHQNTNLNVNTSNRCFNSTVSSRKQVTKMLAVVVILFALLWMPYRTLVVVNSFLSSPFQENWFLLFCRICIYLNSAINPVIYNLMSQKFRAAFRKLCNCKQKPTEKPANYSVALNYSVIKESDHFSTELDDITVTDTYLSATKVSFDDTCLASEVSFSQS
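Read-out: compound-evoked intracellular calcium rise in TRHR cells, fluo-8 dye, kinetic FDSS fluorescence at 1 s/cycle following a 10-cycle baseline. Cells cultured overnight before dye loading (30 min–1.5 h, RT).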
USP1-UAF1 inh – USP1/UAF1 (human) deubiquitinase inhibition; recombinant USP1/UAF1, Ub-Rhodamine cleavage fluorescence; Potency, µM (titrated, usually from 57.1 µM), inactives show at the top dose activity change, negative = inhibition, usual class: inhibitors; O94782; 390,000 tested, 0.23% active; AID 743255; further: potency means the concentration at half of the fitted maximal effect; on the % scale 0 is the no-effect control and ±100 the full control effect; nearly all actives have a fitted effect of over 60% in size; inactives centre near -12
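In this screen, compounds sit with the deubiquitinase complex (1nM) for 15 min at room temperature before Ub-Rho is added at 150nM final. Fluorescence rise is then followed for 6 reads every 60 seconds.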
rTrxR1 inhibitor – rat TrxR1 inhibition. O89049. Potency, µM (titrated, usually from 114 µM), for inactives: at the highest dose activity change, negative = inhibition, hits mostly inhibitors. 390,000 tested, 1% active. recombinant rTrxR1, NADPH fluorescence consumption, selenite substrate; further: potency means the concentration at half of the fitted maximal effect; on the % scale 0 is the no-effect control and ±100 the full control effect; nearly all actives have a fitted effect of over 65% in size
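Rat TrxR1 (90 nM in the dispensed reagent) was pre-reduced with 400 uM NADPH for 5 min at room temperature, then incubated with compound for 15 min. After 400 uM selenite was added, NADPH fluorescence (Ex 340/Em 450 nm) was followed for 8 min.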
mIDH1 inhibitor – human IDH1 R132H inhibition | O75874 | IDH1-R132H enzyme, NADPH consumption, diaphorase/resazurin fluorescence | Potency, µM (top dose mostly 76.6 µM), without a hit: top-dose activity change, negative = inhibition, hits mostly inhibitors | 390,000 tested, 0.093% active; further: potency means the concentration at half of the fitted maximal effect; on the % scale 0 is the no-effect control and ±100 the full control effect; nearly all actives have a fitted effect of over 65% in size
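IDH1-R132H (0.5 ug/mL dispensed) in pH 7.5 Tris buffer was preincubated 30 min with compound, then given a substrate mix of 0.016 mM NADPH and 2 mM alpha-KG for 80 min at room temperature; remaining NADPH was read by diaphorase/resazurin fluorescence.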
D2 antagonist – antagonizes the human D2 dopamine receptor | AID 485344 | HEK293 TREx D2 cells, calcium flux, dopamine EC80 | inhibition, % at 10 µM | 340,000 tested, 2% active; in the data active means inhibition above about 30%; further: 0% is about no effect
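Calcium flux kinetic readout in an inducible HEK293 TREx D2 line plated overnight at 30 C. After 180 s compound exposure, an EC80 dopamine challenge follows with another 180 s kinetic read to detect antagonism.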
TRHR PAM – TRH receptor (human) allosteric enhancement; P34981; TRHR cells, fluo-8 calcium fluorescence, EC20 TRH enhancement; enhancement, % at 2 µM; 360,000 tested, 0.66% active; in the data active means enhancement above about 30%; further: 0% is about no effect
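TRHR-expressing cells loaded with fluo-8 calcium dye were read kinetically (ex 480/em 530) during compound addition, then stimulated with an EC20 of TRH (10 nM final). Enhancement of the Gq-mediated intracellular calcium response was scored.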
Starred values were filed as active, the others as inactive; ? = inconclusive; nt = not tested or not shown; [ ] = dose if it differs, or a comment. Unless noted, the call rests on the fitted dose curve; in most records, active means well fitted inhibition curve with a large enough effect; inconclusive means small, poorly fitted or top-dose-only effect; inactive means no such curve, though single readings can be large or run the other way. An excerpt; count on the stated rates, not on these rows.

Sequence of screens – Pin1 inhibitor | TrxR1 substrate | D2 agonist | TRHR agonist | USP1-UAF1 inh | rTrxR1 inhibitor | mIDH1 inhibitor | D2 antagonist | TRHR PAM
CCc1ccc(CN2CCc3nc(N4CCN(c5ccccc5F)CC4)ncc3C2)cc1
    0% | -2%[57.1 µM] | 3.7 | 0.4 | 1% | 8%[57.1 µM] | 25% | nt | -3
O=C1/C(=C/c2ccc(C(=O)O)cc2)CCC/C1=C\c1ccc(C(=O)O)cc1
    -1% | -22% | -0.4 | -0.2 | -19% | -31% | 8% | 8 | 7
O=C1CCCC2=C1C1(CCCC1)N=C(Nc1nc3ccccc3s1)N2
    -22% | 24% | -0.6 | -0.6 | -11% | 31%[activator] | 4% | -3 | -3
Cc1cc(S(=O)(=O)NCc2ccccc2)ccc1OCC(=O)NCc1cccnc1
    -2% | -4% | -0.6 | -0.8 | -17% | 5% | -1% | -4 | -5
CCOC(=O)N1CCC(NC(=O)c2oc3c(F)cccc3c2C)CC1
    -5% | 1% | 0.8 | -1.9 | -15% | 21% | -4% | -5 | 5
Cc1ccc(S(=O)(=O)NCCC(c2ccccc2)c2ccco2)cc1 (stereo unspecified)
    -1% | -12% | -0.7 | -0.5 | -10% | -12% | 2% | -2 | -1
O=C(O)c1cc(N2C(=O)CCC2=O)ccc1NCc1cccnc1
    0% | 22% | 1.3 | -0.1 | -22% | 3% | 3% | 12 | -3
CC1CC(C)(C)OC(C[N+]2(C)CCCCC2)O1 (stereo unspecified)
    -1% | 9%[57.1 µM] | 0.0 | 0.6 | 3% | 29%[57.1 µM] | 10% | 4 | 2
CC(C)Cc1nn2c(=O)cc(COC(=O)c3cccc(NC(=O)CCc4ccccc4)c3)nc2s1
    21% | -1%[57.1 µM] | 0.7 | 0.4 | -11% | 13%[57.1 µM] | -6% | nt | -3
COC(=O)C(CC(=O)c1ccc(Cl)cc1)c1ccccc1 (stereo unspecified)
    0% | 3%[11.4 µM] | nt | nt | -20% | 18%[11.4 µM] | 6% | nt | nt
O=C(COC(=O)/C=C/c1ccc(F)cc1)NC1CCCCCC1
    1% | -2% | nt | nt | -3% | 5% | -1% | nt | nt
Cc1[nH]c(=S)[nH]c(=O)c1Cc1ccccc1
    6% | 5% | 0.1 | 0.2 | -12% | -7% | 9% | -1 | -1
COc1cc(C(=O)O)ccc1O
    -5% | 5%[57.1 µM] | 0.4 | 0.5 | -18% | 19% | -1% | 0 | -4
Cc1ccc(NC(=O)CN(C)C(=O)c2ccc(NC(=O)CC3SC(N4CCCC4)=NC3=O)cc2)cc1 (stereo unspecified)
    ? | 3% | -0.1 | 0.1 | -14% | 8% | -16% | -6 | -3
COC(=O)c1ccccc1NS(=O)(=O)c1cc2c(cc1C)N(C)CCO2
    0% | 21%[11.4 µM] | 0.3 | -0.2 | -8% | 42%[11.4 µM] | 0% | nt | 12
O=C(NCCCO)Nc1ccc2nc(-c3ccco3)c(-c3ccco3)nc2c1
    nt | nt | 2.6 | 4.0 | nt | nt | nt | 0 | -4
CC(=O)Cc1nsc(Nc2ccc(C)cc2)n1
    2% | -3%[57.1 µM] | 0.0 | 0.3 | -11% | 2%[57.1 µM] | 3% | -9 | 4
CC(c1ccccc1)n1c(-c2ccc(C(C)(C)C)cc2)n[nH]c1=S (stereo unspecified)
    3% | -4% | 0.5 | 0.3 | -25% | -1% | 0% | -20 | -1
Cc1ccc(N2C(=O)c3cccc(Oc4ccc(Cl)cc4)c3C2=O)c(C)c1
    8% | 7% | 1.9 | 1.3 | -6% | 23% | 1% | -16 | -2
COc1cc(CNCCNCC(C)O)ccc1OCc1ccc(Cl)nc1 (stereo unspecified)
    -10% | 8% | 0.5 | 0.1 | -18% | 7% | 2% | -26 | 6
COc1ccc(C)cc1S(=O)(=O)N(CC(=O)Nc1cccc([N+](=O)[O-])c1)c1ccccc1
    2% | -6% | -0.2 | 0.2 | -5% | -1% | 2% | 10 | 4
Cc1cccc(N(CC(N)=O)C2SC(=O)N(c3ccccc3)C2=O)c1 (stereo unspecified)
    -3% | 10%[57.1 µM] | 1.0 | -0.4 | -28% | 3%[57.1 µM] | 7% | -14 | -2
COc1ccc(C2=NN(C(=O)CN3CCCCC3)C(c3ccc(OC)cc3)C2)cc1 (stereo unspecified)
    9% | 6% | -1.1 | 2.1 | -23% | 6% | -1% | -1 | -8
COc1ccc(CC(=O)Nc2cc3oc4ccccc4c3cc2OC)cc1
    1% | -2% | -0.2 | 0.7 | -19% | -4% | 1% | -7 | 0
COc1ccc(OC)c(NC(=O)COc2ccc(S(=O)(=O)N3CCCC3)cc2)c1
    -3% | -1% | 0.4 | -0.3 | -29% | 12% | 7% | 10 | 8
CCOC(=O)C(=O)Nc1ccc(OC)c(Cl)c1
    1% | -10%[57.1 µM] | 0.1 | -0.2 | -19% | 37%[activator][57.1 µM] | 11% | 4 | 23
Cc1cnc(C(=O)OCC(=O)Nc2cc(-c3ccccc3)nn2-c2ccccc2)cn1
    1% | 6% | 0.1 | 0.0 | -19% | 17% | 5% | 1 | 32*
CCC(=O)N1CCc2cc(S(=O)(=O)CCC(=O)Nc3ccc(OC)c(OC)c3)ccc21
    0% | 0% | 0.5 | -1.0 | -21% | 13% | -13% | -17 | 6
CN1C(C(=O)NCc2cccc(C(F)(F)F)c2)CC2Cn3c(nc4cc5ccccc5cc43)C21 (stereo unspecified)
    7% | 3%[57.1 µM] | 0.5 | -0.2 | -11% | -12%[57.1 µM] | -9% | 43* | 13
O=C(CNC(=O)Cc1ccccc1)NCc1cccs1
    -2% | -1% | 0.1 | -0.2 | -14% | -2% | 5% | 8 | 8
Cc1cccc(OCCCC(=O)Nc2nccs2)c1C
    2% | 4% | -1.6 | 0.9 | -29% | 22% | 8% | 11 | -6
Cc1cccc(NC(=O)c2c(O)c3ccccc3n(C)c2=O)c1
    -1% | 6% | 0.5 | 0.4 | -3% | 18% | 2% | -4 | -6
Cc1ccc(-n2c(CSc3nc(C)cc(C)n3)nnc2SCC(=O)Nc2nccs2)cc1
    -6% | 0% | 1.2 | 0.6 | -11% | 17% | 1% | 5 | 2
Cc1ccc(-c2nn(CC(=O)O)c(=O)c3ccccc23)cc1
    -3% | 3%[57.1 µM] | 0.7 | -0.3 | -10% | 8%[57.1 µM] | 0% | -2 | -3
CCOC(=O)Cc1c(C)nc2c(-c3cccc(Br)c3)cnn2c1C
    -2% | 6% | -0.3 | -0.2 | -27% | -2% | 9% | -8 | 6
CC(=O)N(\C=C/C=C/C=C1\Sc2ccccc2C1=O)c1ccccc1
    ? | -22%[57.1 µM] | nt | 7.2 | ? | ? | 9% | nt | -1
Cn1c(=O)c(=O)n(C)c2cc(S(=O)(=O)CCC(=O)NCc3ccccc3)ccc21
    2% | -3%[57.1 µM] | 0.6 | 0.1 | -20% | 6%[57.1 µM] | 12% | -17 | -12
CCn1c(SCC(=O)Nc2cc(C)on2)nc2c([nH]c3ccccc32)c1=O
    2% | 12% | 0.3 | 0.2 | -13% | 8% | -3% | -16 | -6
CN(C)C(=O)CSCc1c(Cl)cccc1Cl
    -13% | 9%[57.1 µM] | 1.7 | 0.5 | 4% | 18%[57.1 µM] | 4% | 0 | 18
O=C(O)c1cc(NS(=O)(=O)c2cccc3ccccc23)ccc1O
    -2% | 1% | 0.3 | 0.5 | -5% | 8% | -6% | -11 | 2
Cc1cccc(OCc2nc(CC(=O)Nc3ccc(Cl)cc3)cs2)c1
    -1% | 4% | -1.2 | 0.2 | -25% | 20% | -16% | nt | 1
COC(=O)c1cc(=O)n2c(-c3ccccc3)csc2n1
    -2% | 5% | -0.1 | 0.2 | -6% | 5% | 4% | -4 | 18
CSCC[C@H](NC(=O)c1cccc(S(=O)(=O)N2CCCCC2)c1)c1nc2ccccc2[nH]1
    10% | 2%[57.1 µM] | nt | nt | -19% | -8%[57.1 µM] | 3% | nt | nt
CN1CCC(NC(=O)NC2CCCCC2)CC1
    -11% | 4% | nt | 0.5 | -2% | 29% | 22% | nt | -1
COC(=O)c1sccc1NC(=S)N1CC(C)CC(C)C1 (stereo unspecified)
    1% | 4%[57.1 µM] | 0.8 | -0.8 | -10% | -6%[57.1 µM] | 0% | -12 | -2
O=C(O)COc1ccccc1/C=N/n1c(C2CCCCC2)n[nH]c1=S
    -1% | 4% | 0.1 | 1.4 | -11% | -4% | -8% | -15 | -4
Cc1cc(/C=C2\NC(=O)NC2=O)c(C)n1-c1cccnc1
    -3% | -11% | 1.1 | 0.4 | -22% | -13% | -7% | -1 | -1
N=C1C(c2nc3ccccc3s2)=C(O)CN1NC(=O)c1ccco1
    20% | 2% | 0.8 | 0.1 | -4% | 0% | 5% | 9 | 1
CCCC(=O)Nc1cc(OC)c(OC)cc1C(=O)O
    0% | 2% | -0.3 | 0.6 | -14% | 7% | 16% | -17 | 6
Cc1ccccc1-n1c(=O)c2ccccc2n2nnnc12
    -4% | -1% | 0.0 | -0.8 | -17% | 1% | 3% | 4 | -3
Cc1cccc(C)c1NC(=O)CN(C)C(=O)C1=COCCO1
    -3% | -1% | 0.0 | 0.1 | -16% | 16% | 1% | 23 | -4

Single records (already shown). Screens in order: Pin1 inhibitor	TrxR1 substrate	D2 agonist	TRHR agonist	USP1-UAF1 inh	rTrxR1 inhibitor	mIDH1 inhibitor	D2 antagonist	TRHR PAM
CN1CCC(NC(=O)NC2CCCCC2)CC1 as listed: -11%	4%	nt	0.5	-2%	29%	22%	nt	-1
N=C1C(c2nc3ccccc3s2)=C(O)CN1NC(=O)c1ccco1 as listed: 20%	2%	0.8	0.1	-4%	0%	5%	9	1
